Pf apPOL inh: Pf-apPOL inhibitors, biochemical, fluorescence; Plasmodium falciparum apicoplast DNA polymerase (apPOL); Recombinant Pf-apPOL, molecular beacon fluorescence, 1.5 h; inhibition, % at 10 µM; 210,000 compounds, 0.25% hits; AID 1794808, 2022
mHTT-CaM PPI inh: mutant huntingtin-calmodulin interaction inhibitors – biochemical, AlphaScreen, primary screen | AID 1671202, 2021 | AlphaScreen His-mHTT/GST-CaM binding, luminescence | 190,000 compounds, 3.6% hits | inhibition, % at 15 µM | P42858;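 also: 0% = both proteins with DMSO and 100% = one protein alone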
Target sequence (P42858 whole entry, looked up, stated change not applied): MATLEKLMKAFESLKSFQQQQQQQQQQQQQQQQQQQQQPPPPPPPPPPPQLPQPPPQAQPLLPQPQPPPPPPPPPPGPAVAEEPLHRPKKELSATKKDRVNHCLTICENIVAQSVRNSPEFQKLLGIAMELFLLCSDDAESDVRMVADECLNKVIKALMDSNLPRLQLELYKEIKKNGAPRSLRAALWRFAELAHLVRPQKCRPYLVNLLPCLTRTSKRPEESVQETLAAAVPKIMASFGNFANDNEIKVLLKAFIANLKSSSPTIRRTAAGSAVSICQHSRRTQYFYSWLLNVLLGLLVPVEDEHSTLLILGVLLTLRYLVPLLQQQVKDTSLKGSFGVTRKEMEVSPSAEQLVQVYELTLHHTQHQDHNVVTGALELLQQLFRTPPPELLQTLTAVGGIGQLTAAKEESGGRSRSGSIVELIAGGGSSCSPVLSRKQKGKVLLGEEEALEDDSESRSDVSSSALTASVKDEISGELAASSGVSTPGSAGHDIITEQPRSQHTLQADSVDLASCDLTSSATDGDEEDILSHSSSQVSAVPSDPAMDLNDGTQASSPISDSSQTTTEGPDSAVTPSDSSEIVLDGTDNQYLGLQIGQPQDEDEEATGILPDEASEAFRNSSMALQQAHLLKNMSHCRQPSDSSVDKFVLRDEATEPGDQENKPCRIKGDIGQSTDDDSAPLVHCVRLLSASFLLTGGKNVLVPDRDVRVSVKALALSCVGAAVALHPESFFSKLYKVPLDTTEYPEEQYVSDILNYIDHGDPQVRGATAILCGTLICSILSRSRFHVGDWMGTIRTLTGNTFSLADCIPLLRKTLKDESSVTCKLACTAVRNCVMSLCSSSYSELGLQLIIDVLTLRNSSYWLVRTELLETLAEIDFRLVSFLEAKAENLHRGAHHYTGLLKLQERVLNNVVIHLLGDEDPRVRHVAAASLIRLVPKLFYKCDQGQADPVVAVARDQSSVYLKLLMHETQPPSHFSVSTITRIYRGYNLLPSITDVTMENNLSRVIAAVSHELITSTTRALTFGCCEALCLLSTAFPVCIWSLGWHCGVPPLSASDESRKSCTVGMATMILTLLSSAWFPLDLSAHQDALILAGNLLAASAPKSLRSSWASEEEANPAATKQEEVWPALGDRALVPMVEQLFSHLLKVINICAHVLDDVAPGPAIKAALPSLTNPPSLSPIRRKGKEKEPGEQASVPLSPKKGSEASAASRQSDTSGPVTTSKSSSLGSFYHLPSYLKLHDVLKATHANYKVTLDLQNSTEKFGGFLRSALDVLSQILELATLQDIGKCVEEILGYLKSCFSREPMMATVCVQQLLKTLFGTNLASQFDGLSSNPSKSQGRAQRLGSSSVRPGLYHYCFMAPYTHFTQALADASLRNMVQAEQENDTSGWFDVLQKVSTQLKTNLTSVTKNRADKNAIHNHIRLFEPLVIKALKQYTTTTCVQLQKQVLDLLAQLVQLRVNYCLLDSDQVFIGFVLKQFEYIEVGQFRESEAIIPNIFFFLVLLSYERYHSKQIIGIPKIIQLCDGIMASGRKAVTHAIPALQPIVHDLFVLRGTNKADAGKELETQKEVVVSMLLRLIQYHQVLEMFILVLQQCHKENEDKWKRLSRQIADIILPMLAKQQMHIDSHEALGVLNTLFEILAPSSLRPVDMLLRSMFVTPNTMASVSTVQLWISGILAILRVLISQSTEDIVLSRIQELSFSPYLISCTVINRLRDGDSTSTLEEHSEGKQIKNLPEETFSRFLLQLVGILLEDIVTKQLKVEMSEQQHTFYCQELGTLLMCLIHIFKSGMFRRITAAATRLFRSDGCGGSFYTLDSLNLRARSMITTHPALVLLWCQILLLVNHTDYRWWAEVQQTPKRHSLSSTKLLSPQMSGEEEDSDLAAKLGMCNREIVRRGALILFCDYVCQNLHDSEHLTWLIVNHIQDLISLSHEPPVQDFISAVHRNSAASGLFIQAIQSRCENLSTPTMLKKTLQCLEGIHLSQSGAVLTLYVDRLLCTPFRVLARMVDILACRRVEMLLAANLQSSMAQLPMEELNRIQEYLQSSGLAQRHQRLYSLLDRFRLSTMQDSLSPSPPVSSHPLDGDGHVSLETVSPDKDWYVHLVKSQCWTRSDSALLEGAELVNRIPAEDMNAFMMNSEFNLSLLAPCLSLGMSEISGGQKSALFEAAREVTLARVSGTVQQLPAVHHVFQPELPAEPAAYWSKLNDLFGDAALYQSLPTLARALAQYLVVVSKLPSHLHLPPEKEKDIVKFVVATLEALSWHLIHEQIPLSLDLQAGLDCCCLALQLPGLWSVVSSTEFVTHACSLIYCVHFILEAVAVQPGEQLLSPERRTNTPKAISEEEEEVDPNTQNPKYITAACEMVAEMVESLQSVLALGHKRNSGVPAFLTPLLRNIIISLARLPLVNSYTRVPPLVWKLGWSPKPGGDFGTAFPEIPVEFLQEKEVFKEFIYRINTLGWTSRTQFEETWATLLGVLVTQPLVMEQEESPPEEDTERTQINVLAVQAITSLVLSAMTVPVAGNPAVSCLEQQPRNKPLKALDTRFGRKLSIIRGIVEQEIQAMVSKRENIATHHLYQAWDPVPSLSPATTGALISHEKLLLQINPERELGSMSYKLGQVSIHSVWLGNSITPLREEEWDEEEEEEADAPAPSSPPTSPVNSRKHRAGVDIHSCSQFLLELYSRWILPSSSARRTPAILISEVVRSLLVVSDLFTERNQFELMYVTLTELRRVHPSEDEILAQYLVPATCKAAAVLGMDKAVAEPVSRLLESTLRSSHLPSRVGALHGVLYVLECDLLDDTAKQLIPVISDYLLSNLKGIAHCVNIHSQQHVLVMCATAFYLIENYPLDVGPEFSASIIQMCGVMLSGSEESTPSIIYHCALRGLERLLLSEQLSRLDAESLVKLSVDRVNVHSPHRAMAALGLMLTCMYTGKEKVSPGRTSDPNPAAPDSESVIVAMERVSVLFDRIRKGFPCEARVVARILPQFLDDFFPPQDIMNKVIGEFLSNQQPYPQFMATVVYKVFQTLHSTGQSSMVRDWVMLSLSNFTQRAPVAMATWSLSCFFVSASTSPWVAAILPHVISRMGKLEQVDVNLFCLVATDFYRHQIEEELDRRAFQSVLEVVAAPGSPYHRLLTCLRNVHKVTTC
* hit, by the source's call; i = inactive; · = not tested or not shown; & = joins results of further samples. Rule as the data show it: active = inhibition above about 50%; inactive = the rest.

canonical_smiles	Pf apPOL inh	mHTT-CaM PPI inh
CCOCCCNC(=O)N1CC(c2nc(C)no2)C2(CCOCC2)C1 (stereo not drawn)	0.3	0.8
O=C(Nc1cc([N+](=O)[O-])ccc1F)c1oc(=O)c2ccccc2c1-c1ccccc1	1.5	-6.0
N#Cc1c(NC(=O)CO/N=C/c2ccccc2)oc(-c2ccccc2)c1-c1ccccc1	4.9	i
Cc1cccc(C)c1NC(=O)CN1CCC2(CC1)N=C(c1cccc(F)c1)C(=O)N2	12.2	4.6
COc1ccc(C(=O)C=Cc2ccccc2Cl)c(OC)c1	-11.4	-3.5
CC(C)CC1=NN2C(=N)/C(=C/c3ccccc3)C(=O)N=C2S1	-8.1	2.0
COc1cc(OC)c(C=C2C(=O)OC3(CCCC3)OC2=O)cc1Br	-20.9	3.0
Cc1ccc([C@H]2C[C@H](n3cc(COC(=O)c4ccccc4)nn3)[C@@H](O)CN2CC2CCCCC2)cc1	-0.8	4.2
O=C(N/C(=C\c1ccc(Br)cc1)c1nc2ccccc2[nH]1)c1ccco1	-6.7	6.4
Cc1cc(NC(=O)c2cn(-c3ccc(F)cc3F)c(=O)c3ccccc23)no1	1.2	9.0
COc1cc2c(cc1OC)C(C)N(C(=O)c1snnc1C)CC2 (stereo not drawn)	-13.3	·
Cc1ccc(CNc2ccc3c(c2)OCO3)cc1	0.5	100.5*
Cc1oc(C2CCN(C(=O)NCc3cccc(F)c3)CC2)nc1C(=O)N1CCOCC1	7.2	-2.5
Nn1c(-n2cccn2)nn([C@@H]2CC(=O)[C@H]3OC[C@@H]2O3)c1=S	·	-3.3
COc1ccc(OC)c(NC(=O)C2=C(C)NC(=O)NC2c2ccccc2Cl)c1 (stereo not drawn)	-1.2	8.0
CCCCNC(=O)CN1CCN(c2nc3ccc([N+](=O)[O-])cc3s2)CC1	-8.4	23.6
CC(=O)Nc1ccc(C(=O)NCc2ccc(F)cc2)c(N2CCOCC2)c1	-3.5	-11.2
COc1cc(Cl)c(S(=O)(=O)N2CCOCC2)cc1Cl	-2.8	-0.5
O=C1CC(N2CCc3ccccc3C2)C(=O)N1c1ccc([N+](=O)[O-])cc1 (stereo not drawn)	-3.2	4.5
CCCc1cc(C2CCCN2Cc2cc(OC)cc(OC)c2)no1 (stereo not drawn)	5.1	-10.0
CC(C)CN(CC(C)C)C(=O)c1noc2c1CC(C)CC2 (stereo not drawn)	0.4	-46.0
Cc1cccc(C(=O)N2CCC(COc3ccccc3C(=O)N3CCOCC3)CC2)c1	4.0	-2.3
O=C(NN=Cc1cccnc1)c1ccncc1	2.1	·
O=S(=O)(/C=C/c1ccccc1)Nc1ccc(N2CCOCC2)cc1	-1.8	18.0
CCOc1cc(C2C(=C(O)c3ccc(F)cc3)C(=O)C(=O)N2c2nncs2)ccc1O (stereo not drawn)	3.9	-17.9
O=C1CCN(Cc2ccccc2)C(=O)N1c1ccccc1	7.6&-10.0	·
Cn1cc(CCN2CCN(C(=O)c3ccc(C(F)(F)F)cc3)CC2)c2cccnc21	-3.9	54.6*
N#Cc1c2n(cnc1=O)CCCCC2	11.4	1.3
COc1ccccc1-c1nc(-c2ccccn2)no1	0.2	3.7
O=C(Cn1nc(-c2cccc3ccccc23)ccc1=O)N1CCCCC1	-14.9	-6.9
CC(=O)NC1=NN(C(C)=O)C(C)(c2ccc(Cl)s2)S1 (stereo not drawn)	10.7	0.0
Cc1nnc(SCCC(=O)Nc2ccc(F)cc2)s1	-5.6	-3.3
CCCCOc1ccc(C(C)(CC(=O)O)C(=O)O)cc1 (stereo not drawn)	2.0	-2.1
Cc1cc(OCC(=O)Nc2c(C)cccc2C)nc(-c2ccc(C(F)(F)F)cc2)n1	-13.5	-2.0
COCc1c(C(=O)O)nnn1-c1ccc(C)c(F)c1	-2.1	4.8
O=C(Nc1ccc(Cl)cc1)Nc1ccc2c(c1)OCCO2	-1.3	0.3
COc1ccc(NC(=O)C2(N(C(=O)Cn3nnnc3N)c3ccccc3)CCCCC2)cc1	-2.7	6.0
Cc1ccc(C(=O)N2CCN(c3ccc(F)cc3)CC2)cc1	-0.4	4.9
COc1cccc(/C=c2\sc3nc(=O)c(-c4ccccc4)nn3c2=O)c1OC	2.9	2.0
CC1=C(C(=O)Nc2ccccc2)C(c2cccnc2)n2nc(-c3cccnc3)nc2N1 (stereo not drawn)	-3.7	2.0
COc1ccc(-c2cc(C(=O)N3CCCC3c3ccccc3C)no2)cc1OC (stereo not drawn)	-2.2	-3.8
CC1(C)Cc2c(c(N3CCOCC3)nc3sc4c(NCc5ccccc5)nnnc4c23)CO1	-7.6	9.0
O=C(Nc1nc(C(=O)NCC(F)(F)F)co1)c1ccccc1	-1.0	-6.6
O=C(c1ccc(F)cc1)N1CCOCC1	-4.5	-10.0
O=C(NC1CC1)C1CN(C(=O)Nc2ccc(Cl)cc2)CC12CCOCC2 (stereo not drawn)	4.9	0.6
Oc1ccc(Br)cc1C=Nc1cc2c(cc1Br)OCCO2	-3.2	23.0
CC(=O)C1=C(O)C(=O)N(c2ccc(C)cc2)C1c1ccc([N+](=O)[O-])cc1 (stereo not drawn)	1.6	-2.6
CCN(C/C=C/c1ccccc1)CCN(C)C	-6.2	4.1
Cc1nnc(NC(=O)CSc2nnc(-c3ccccc3Cl)o2)s1	1.7	-5.0
O=C(c1cnn2c1NC(c1ccco1)CC2C(F)(F)F)N1CCc2ccccc2C1 (stereo not drawn)	1.0	15.0
N=c1ccn(CC(=O)N(Cc2ccccc2)Cc2ccccc2)c2ccccc12	-6.7	3.0
NC(Cc1cccs1)=NOC(=O)Nc1cc(Cl)cc(Cl)c1	2.2	·
COc1ccccc1N1CCN(CCCNC(=O)c2noc3c2CCCCC3)CC1	-2.2	31.5
N#Cc1c2c(c(N3CCCCC3)n3c1nc1ccccc13)CCC2	-0.3	·
COC(=O)c1ccc(C=C2Oc3c(ccc(O)c3CN(C)C)C2=O)cc1	-4.9	9.1
COc1ccccc1N1CCN(CC(O)COC2CC(C)CC(C)(C)C2)CC1 (stereo not drawn)	-6.2	3.1
Cc1c(N(C)C(=O)c2ccco2)c(=O)n(-c2ccccc2)n1C	-6.6	-1.1
FC(F)(F)c1cc(N2CCC(n3cccc3)CC2)c2ccccc2n1	8.5	·
C=CCNC(=O)c1scc2c1CCCC2	·	-5.4
CCC1=NN(C(=O)c2ccc(I)cc2)C(O)(C(F)(F)F)C1 (stereo not drawn)	3.4	15.0

New compounds follow
canonical_smiles	Pf apPOL inh	mHTT-CaM PPI inh
COc1ccc(NC(=O)CCCN2C(=O)c3cccnc3C2=O)cc1	-64.1	11.0
N=c1cc(C2(O)CCCCC2)n2c(nc3ccccc32)s1	·	-5.5
Cc1cccc(-n2nc3c(c2NC(=O)C2CCCC2)CSC3)c1C	-4.7	23.0
CCc1ccc(NC(=O)CSc2nc3c(c(=O)n2-c2ccc(Cl)cc2)SCC3)cc1	99.4*	19.0
CC(=O)N1CCN(c2ccc(NC(=O)c3ccc(-c4ccccc4)cc3)cc2)CC1	-8.7	6.6
COc1cccc(CNC(=O)c2cccn3c(=O)c4cc(Cl)ccc4nc23)c1	-2.9	0.0
Cc1c(C)c(C)c(S(=O)(=O)Nc2cc(C(C)(C)C)nn2-c2ccccc2)c(C)c1C	0.3	·
Cc1c(C(=O)Nc2ccc(I)cc2)cccc1[N+](=O)[O-]	-2.2	3.4
COc1ccc(C2=N/C(=C\c3ccc(C)o3)C(=O)O2)c(Cl)c1	-4.8	-3.0
CCCC(=O)Nc1sccc1C(N)=O	1.3	-8.2
Cc1ccc2ccc3ccc(C)nc3c2n1	·	1.4
O=C(Nc1ccc2c(c1)CCC2)c1ccnc(N2CCNC(c3ccccc3)C2)c1 (stereo not drawn)	-4.4	81.6*
CC1CCCN(C(=O)c2ccc(-n3cc(CNC(=O)C4CC4)cn3)cc2)C1 (stereo not drawn)	-2.5	16.7
COc1ccc(-c2cn(-c3cc(Cl)c(OC)cc3OC)c(=O)[nH]2)cc1	-0.3	31.0
O=Cc1ccc(OCC(=O)O)c(Br)c1	10.3	-3.7
CCCCCn1c(=N)c(S(=O)(=O)c2ccc(C)cc2)cc2c(=O)n3ccccc3nc21	0.2	-3.0
Cc1ccccc1NC(=O)NCc1ccco1	-3.9&-4.4	·
Cc1ccccc1C1=N/C(=C\c2ccco2)C(=O)O1	1.0	9.0
COc1ccc(NC(=O)CC2(CC(=O)O)CCCC2)cc1OC	-6.4&-3.4	·
COc1ccc(CCNC(=O)COc2ccc(Br)c(C)c2)cc1OC	-4.1	11.0
COc1nccnc1NC1CCN(C(=O)c2ccnn2C)CC1	-3.3	1.1
CCSc1nnc2c(n1)OC(c1ccc(OC)c(OC)c1)N(C(C)=O)c1ccccc1-2 (stereo not drawn)	18.1	17.0
CC(C)CC(=O)N1CCc2nc(-c3ccc(F)cc3)ncc2C1	-5.8	2.2
CC1(C)CC(=O)C2=C(C1)N(c1ccc(Br)cc1F)C(N)=C(C#N)C2c1ccsc1 (stereo not drawn)	-0.3	21.0
COc1cccc(Oc2c(C(F)(F)F)oc3c(CN4CCCCC4)c(O)ccc3c2=O)c1	0.9	22.4
Cc1ccc2nsnc2c1NC(=O)c1ccc(-c2ccc([N+](=O)[O-])cc2)o1	-6.5	2.0
CC(=O)NC1=NC(=O)/C(=C/c2c(C)n(Cc3ccc(F)cc3)c3ccccc23)S1	-2.9	100.0*
CC(C)C[C@@H](CO)N1Cc2nnn(Cc3ccccc3)c2-c2ccccc2S1(=O)=O	-6.9	-12.5
Cc1nc2c(n1C)CN(C(=O)c1ccc(F)c(Cl)c1)CC2	1.8	-0.8
ClC(Cl)(Cl)CCCCn1nnc2ccccc21	-1.8	100.0*
Cc1ccc(S(=O)(=O)N2CCc3nc(NC(=O)c4sccc4C)sc3C2)cc1	-1.9	23.8
CN1CCOc2ccc(NS(=O)(=O)C3CCCCC3)cc2C1=O	-4.7	-2.6
COC(=O)C1CSC(c2ccc(Cl)cc2)=CC1N(C)C (stereo not drawn)	7.2	·
Cc1ccc(C)c(-n2nc(-c3cccs3)cc2C(=O)N2CCCC2)c1	0.9	5.8
COCCNC(=O)Nc1nc2ccc3nc(SC)sc3c2s1	-10.4	-17.0
Cc1oc(C2CCN(C(=O)c3ccc(N(C)C)cc3)CC2)nc1C(=O)N1CCCC1	1.2	17.1

Of the compounds above, these contain a Cl atom:
canonical_smiles	Pf apPOL inh	mHTT-CaM PPI inh
COc1ccc(C(=O)C=Cc2ccccc2Cl)c(OC)c1	-11.4	-3.5
COc1ccc(OC)c(NC(=O)C2=C(C)NC(=O)NC2c2ccccc2Cl)c1 (stereo not drawn)	-1.2	8.0
COc1cc(Cl)c(S(=O)(=O)N2CCOCC2)cc1Cl	-2.8	-0.5
CC(=O)NC1=NN(C(C)=O)C(C)(c2ccc(Cl)s2)S1 (stereo not drawn)	10.7	0.0
O=C(Nc1ccc(Cl)cc1)Nc1ccc2c(c1)OCCO2	-1.3	0.3
O=C(NC1CC1)C1CN(C(=O)Nc2ccc(Cl)cc2)CC12CCOCC2 (stereo not drawn)	4.9	0.6
Cc1nnc(NC(=O)CSc2nnc(-c3ccccc3Cl)o2)s1	1.7	-5.0
NC(Cc1cccs1)=NOC(=O)Nc1cc(Cl)cc(Cl)c1	2.2	·
CCc1ccc(NC(=O)CSc2nc3c(c(=O)n2-c2ccc(Cl)cc2)SCC3)cc1	99.4*	19.0
COc1cccc(CNC(=O)c2cccn3c(=O)c4cc(Cl)ccc4nc23)c1	-2.9	0.0
COc1ccc(C2=N/C(=C\c3ccc(C)o3)C(=O)O2)c(Cl)c1	-4.8	-3.0
COc1ccc(-c2cn(-c3cc(Cl)c(OC)cc3OC)c(=O)[nH]2)cc1	-0.3	31.0
Cc1nc2c(n1C)CN(C(=O)c1ccc(F)c(Cl)c1)CC2	1.8	-0.8
ClC(Cl)(Cl)CCCCn1nnc2ccccc21	-1.8	100.0*
COC(=O)C1CSC(c2ccc(Cl)cc2)=CC1N(C)C (stereo not drawn)	7.2	·

Remaining list, next part.
canonical_smiles	Pf apPOL inh	mHTT-CaM PPI inh
O=C(c1ccc(-c2cccs2)nc1)N1CCCC1	-5.3	2.1
Cc1ccc(C=C2SC(=S)N(c3ccc(S(=O)(=O)Nc4nccs4)cc3)C2=O)cc1	-2.9	·
O=S(=O)(c1ccccc1)N1CCSC1c1ccc(Cl)cc1 (stereo not drawn)	-5.0	-57.0
CCOc1ccc(S(=O)(=O)N(CC(=O)N(CC)CC)c2ccccc2)cc1	-12.8	3.4

No enrichment for hits, and some 3.6% of all compounds hit somewhere here.
